Screening data deposited in PubChem by Sanford-Burnham Center for Chemical Genomics.
SENP7 block: SENP7 protease inhibitors, primary screen, biochemical, luminescence, uHTS | Sentrin-specific protease 7 (Homo sapiens), Q9BQF6 | inhibition, % at 5 µM | recombinant SENP7, Z-RLRGG-aminoluciferin luminescence, 40 min | hit rate 1.5% among 330,000 | AID 434973, 2010;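 active = inhibition above about 50% at the single test dose, limit read from the data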;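 note: plate controls were DMSO with enzyme for no effect and no enzyme buffer wells for full effect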
Target sequence (Q9BQF6 706-1050 limits assumed): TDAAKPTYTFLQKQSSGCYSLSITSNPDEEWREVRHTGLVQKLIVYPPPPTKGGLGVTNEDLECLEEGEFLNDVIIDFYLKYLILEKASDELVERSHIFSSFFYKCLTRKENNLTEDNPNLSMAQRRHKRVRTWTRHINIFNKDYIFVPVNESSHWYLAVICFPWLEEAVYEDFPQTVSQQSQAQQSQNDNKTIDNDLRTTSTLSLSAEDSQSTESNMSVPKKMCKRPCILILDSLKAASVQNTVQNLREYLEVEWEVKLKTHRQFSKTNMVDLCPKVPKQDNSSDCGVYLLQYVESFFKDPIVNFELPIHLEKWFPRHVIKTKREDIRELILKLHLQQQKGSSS
PfGluPho inh: PfG6PD enzyme inhibitors, primary screen, biochemical, fluorescence intensity, uHTS | glucose-6-phosphate dehydrogenase-6-phosphogluconolactonase (Plasmodium falciparum 3D7) | hit rate 0.78% among 350,000 | PfGluPho enzyme, NADPH resazurin-diaphorase fluorescence | inhibition, % at 20 µM;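 active = inhibition reaching at least a set limit at 20 µM in the primary screen, cut at about 59% in these data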;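 note: 0% = DMSO wells with substrate and 100% = DMSO wells lacking glucose-6-phosphate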
SENP6 block: SENP6 protease inhibitors, primary screen, biochemical, luminescence, uHTS; Sentrin-specific protease 6 (Homo sapiens), Q9GZR1; Recombinant SENP6 catalytic domain, aminoluciferin luminescence; inhibition, % at 10 µM; hit rate 1.8% among 330,000; AID 2599, 2010;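 active = inhibition above about 50% at the single tested dose, limit read from the data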;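 note: plate controls were DMSO wells with enzyme for no effect and DMSO wells lacking enzyme for full effect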
ATG4B inhibitor: ATG4B protease inhibitors, primary screen, biochemical, fluorescence, uHTS; AID 504462, 2011; hit rate 0.51% among 340,000; ATG4B cleavage of LC3-PLA2, NBD-HPC fluorescence, 1 h; inhibition, % at 8.33 µM; in the data active = inhibition above about 40%
Target sequence (Q9Y4P1 whole entry, looked up): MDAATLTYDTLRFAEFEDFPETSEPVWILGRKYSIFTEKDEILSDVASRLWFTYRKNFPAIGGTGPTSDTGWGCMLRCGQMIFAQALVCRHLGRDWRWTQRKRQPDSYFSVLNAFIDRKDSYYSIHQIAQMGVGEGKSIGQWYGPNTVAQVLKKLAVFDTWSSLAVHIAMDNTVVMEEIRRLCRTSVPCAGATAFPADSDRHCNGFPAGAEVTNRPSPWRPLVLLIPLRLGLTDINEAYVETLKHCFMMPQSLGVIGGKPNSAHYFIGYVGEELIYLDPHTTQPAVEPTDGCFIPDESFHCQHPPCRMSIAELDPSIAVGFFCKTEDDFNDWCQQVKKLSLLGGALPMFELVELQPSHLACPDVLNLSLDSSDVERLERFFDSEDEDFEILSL
HKDC1 inhibitor: HKDC1 hexokinase inhibitors, primary screen, biochemical, fluorescence, uHTS; Q2TB90; hit rate 0.16% among 340,000; AID 493160, 2011; inhibition, % at 20 µM; recombinant HKDC1, G6PDH/diaphorase resazurin coupled fluorescence;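 active = inhibition above about 35% when tested at 20 µM, limit read from the data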;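 note: plate controls were DMSO wells with enzyme for no effect and DMSO wells lacking enzyme for full effect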
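Test system: HK5 enzyme. Quantity: 5 µg/mL HK5 final. Reagent: glucose and ATP substrates. Schedule: 90 min reaction incubation at room temperature, dark. Technique: resazurin-to-resorufin fluorescence via G6PDH and diaphorase coupling, 525/613 nm. Control set: DMSO wells with and without enzyme mix.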
MPTP block: mitochondrial permeability transition pore inhibitors, primary screen, biochemical, isolated mouse mitochondria, absorbance | Ca2+ swelling absorbance, 30 min | inhibition, % at 10 µM | hit rate 1.4% among 360,000;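 active = inhibition of 50% or more, scaled per plate between neutral and stimulator controls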;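 note: 0% = DMSO wells given calcium and 100% = 1 mM EGTA wells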
SENP8 block: human SENP8 protease inhibitors, primary screen, biochemical, fluorescence, Nedd8 protein substrate, uHTS; hit rate 0.64% among 360,000; recombinant SENP8; AID 602440, 2012; inhibition, % at 20 µM; in the data active = inhibition mostly above about 40%, no sharp cut-off; inactive = mostly below about 27%
Target sequence (Q96LD8 whole entry, looked up): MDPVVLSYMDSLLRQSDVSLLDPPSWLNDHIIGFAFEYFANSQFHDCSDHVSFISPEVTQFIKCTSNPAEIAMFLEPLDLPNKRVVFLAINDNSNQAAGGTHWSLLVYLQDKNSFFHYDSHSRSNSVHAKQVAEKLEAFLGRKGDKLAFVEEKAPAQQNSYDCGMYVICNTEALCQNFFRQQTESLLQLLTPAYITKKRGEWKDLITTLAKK
GRIN3A LBD mod: binders of NR3A ligand-binding domain, primary screen, biophysical, differential scanning fluorimetry, uHTS. NR3A LBD differential scanning fluorimetry, Tm shift; 0% = protein alone, 100% = glycine-bound protein. Glutamate receptor ionotropic, NMDA 3A (GRIN3A) ligand-binding domain. hit rate 2.5% among 340,000. Tm shift relative to glycine control, % at 25 µM;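 active = melting temperature shift of at least 10% of the positive control shift, at one fixed dose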
The depositor's hits bear a star; . = not tested or not shown; & = joins results of further samples.

Values in the order – SENP7 block	PfGluPho inh	SENP6 block	ATG4B inhibitor	HKDC1 inhibitor	MPTP block	SENP8 block	GRIN3A LBD mod
CC(C)(C)c1ccc(C(=O)N/C(=C\c2ccco2)C(=O)Nc2ccccc2C(=O)O)cc1
    7.8	-22.4	-19.8	16.2	7.8	2.1	-7.6	-7.5
O=C(Nc1cccc(Br)c1)c1cc(=O)c2ccccc2o1
    3.2	4.1	2.6	0.9	-1.2	0.8	-113.5	-0.1
CCN(CC)CCC(c1cc(OC)c(OC)c(OC)c1)c1c(OC)cc(OC)c2c(C)cc(=O)oc12 (centres undefined)
    -19.2	3.2	-19.9	-1.7	-2.0	-0.6	-61.2	0.2
CCOCCCNC(=O)C1CCC(=O)N1CCc1ccccc1 (centres undefined)
    -5.8	3.2	-22.3	0.0	-3.2	-1.2	23.7	0.1
CCCc1cc(O)c2c(C)cc(=O)oc2c1
    3.7	17.1	8.3	0.7	20.0	82.4*	-21.8	-44.6
O=C(COC(=O)CN1C(=O)NC2(CCCCC2)C1=O)Nc1cc(F)ccc1F
    -6.6	0.3	6.8	-7.6	-7.8	0.3	-3.9	1.2
CC(OC(=O)c1ccc(O)cc1)C(=O)Nc1ccc(Oc2ccccc2)cc1 (centres undefined)
    -7.3	-7.8	-20.3	-1.1	6.2	-0.1	19.1	6.8
CCCNC(=O)Nc1ccc2c(c1)N(C)C(=O)c1ccccc1S2
    1.9	-26.6	8.5	6.5	-5.0	19.2	5.0	-7.5
Cc1nc2cc(C(=O)N3c4ccccc4CC3C)ccc2s1 (centres undefined)
    -8.1	-13.4	-17.2	4.0	14.8	0.3	-1.5	-2.5
CC(=O)c1cnc2c(C(=O)O)cnn2c1C
    -2.0	-10.7	8.1	3.4	-1.5	-0.3	0.7	-0.1
O=C(Nc1ncc(Cc2cccc([N+](=O)[O-])c2)s1)c1ccco1
    1.4	2.1	-11.1	-2.8	-4.8	-1.6	23.6	-0.9
O=C1NCC(O)=C1C=NC12CC3CC(CC(C3)C1)C2
    -4.0&8.8	-4.8&1.1	-7.4&-0.8	-7.0&-1.2	-5.2&-1.7	-0.6&-0.9	8.5&-4.1	-1.1&2.9
O=C(NC1CCCCC1)N(CCO)Cc1cc2cc3c(cc2[nH]c1=O)OCCO3
    -5.6	2.6	-12.7	-5.2	4.3	0.2	-313.4	-0.4
O/N=C/c1cccn1-c1ccc(O)cc1
    7.5	-3.5	1.5	-5.7	-4.5	-1.8	11.5	-1.3
COC(=O)c1sc(=S)n(-c2ccccc2OC)c1N
    -3.8	7.2	-18.4	10.5	-1.6	4.3	23.8	3.1
N=C1SC(c2ccccc2)C(=O)N1c1ncc(Cc2ccccc2Cl)s1 (centres undefined)
    2.0	-17.3	14.9	79.3*	6.9	15.8	9.4	-3.4
Cc1ccc2nc(CCc3nc4ccc(C)cc4[nH]3)[nH]c2c1
    -0.7	0.6	-1.9	-3.9	1.0	6.4	-1.9	-16.5
COc1ccccc1CNC(=O)C(=O)NCC1OCCN1S(=O)(=O)c1ccc2c(c1)OCCO2 (centres undefined)
    2.4	-2.6	-1.7	-27.3	-3.8	-0.4	6.5	0.5
CCOC(=O)C1CC2CC(C1)CN(C(=O)C1CCCCC1)C2 (centres undefined)
    8.4	-9.6	-0.9	4.3	5.0	0.1	17.6	-0.6
CSc1nnc(-c2sc(-c3ccccc3)nc2C)n1C
    -2.8	-3.4	4.4	9.9	3.8	-0.1	-273.7	-0.5
O=C(Nc1cccc2ccccc12)c1ccccc1NS(=O)(=O)c1cccc2cccnc12
    1.2	-3.6	13.5	-5.5	-9.9	-2.8	13.1	-12.2
COc1ccc(C(=O)NNC(=O)c2ccccc2[N+](=O)[O-])cc1
    3.7	-2.9	-21.2	-2.1	-7.1	-0.7	10.9	0.0
CSc1ccccc1C(=O)N1CCC(CCC(=O)NC2CC2)CC1
    0.3	-0.1	7.2	0.0	-2.9	-1.0	2.7	0.2
COC(=O)c1ccc(COC(=O)CCC(=O)c2cccs2)cc1
    8.3	-0.6	-9.3	-7.2	-9.7	1.7	-27.0	-4.3
COc1ccc(S(=O)(=O)N2CCCC2CNC(=O)C(=O)NC2CC2)cc1 (centres undefined)
    -7.2	3.5	-8.7	-3.5	0.8	0.4	9.5	0.8
CCCn1nc(Oc2nc(NC(C)C)nc(N(C)C)n2)ccc1=O
    9.2	7.4	-13.7	-4.7	-2.0	1.0	9.1	1.7
CC1CC(OCC(O)CN2CCCCC2C)CC(C)(C)C1 (centres undefined)
    -10.5	-1.6	12.0	2.5	-3.0	0.3	36.5	0.7
CC(C)(C)c1ccc(C(=O)Nc2cnccn2)cc1
    55.0*	10.8	52.4*	-9.5	-7.7	-0.6	9.6	-1.1
O=C(CCCN1C(=O)CSc2ncccc21)N1CCN(Cc2ccccc2)CC1
    -6.5	3.9	11.4	-2.0	2.4	-2.9	-0.7	-4.0
CCCC(=O)N(C1CC(C)C(C#N)(C#N)C1(C#N)C#N)N(C)C (centres undefined)
    7.7	12.7	-8.5	-1.8	-5.8	1.9	-0.4	1.1

Results in MPTP block (2 entries from above):
molecule | MPTP block
CC1CC(OCC(O)CN2CCCCC2C)CC(C)(C)C1 (centres undefined) | 0.3
Cc1ccc2nc(CCc3nc4ccc(C)cc4[nH]3)[nH]c2c1 | 6.4

(next part)
Values in the order – SENP7 block	PfGluPho inh	SENP6 block	ATG4B inhibitor	HKDC1 inhibitor	MPTP block	SENP8 block	GRIN3A LBD mod
Cc1nn(Cc2ccccc2)c(C)c1NC(=O)c1cc2nc(-c3ccco3)cc(C(F)(F)F)n2n1
    11.3	-6.8	8.9	-1.5	5.1	-7.0	-224.6	-0.2
COc1ccc(C(c2nnnn2Cc2ccc(F)cc2)N2CCN(c3ccc(OC)cc3)CC2)cc1 (centres undefined)
    11.8	18.6	-19.5	-2.7	0.1	-1.3	14.5	-1.7
CN1CCCC(OC(=O)c2ccccc2Br)C1 (centres undefined)
    -1.8	3.4	-13.6	-2.1	-8.0	0.6	8.8	-1.3
O=C(NC(=S)Nc1cccc2cccnc12)c1cccs1
    5.0	-0.5	-3.6	-13.3	6.7	0.7	-7.9	1.8
Cc1ccc(S(=O)(=O)N2CCN(Cc3cc(C(C)C)ccc3O)CC2)cc1
    12.2	12.2	3.1	-10.9	2.8	2.8	4.0	0.8
Cc1nc2cc(C(F)(F)F)ccc2n1CCNc1nc(-c2cc(Cl)c(N)c(Cl)c2)cs1
    -1.0	8.1	-2.7	-2.7	-8.2	0.6	-4.2	-2.5
O=C(C[n+]1cn(C(F)F)c2ccccc21)c1ccc(Br)cc1
    4.6	-19.2	27.2	-10.9	4.0	1.4	2.5	-1.1
Cc1cc(C(=O)O)cc(S(=O)(=O)Nc2ccccc2C(=O)NC(C)c2ccccc2)c1C (centres undefined)
    1.2	-1.9	-2.6	1.5	-2.7	-1.0	-63.9	-3.2
O=C(NCc1nnc(SCC(=O)N2CCN(c3ccccc3)CC2)o1)c1ccccc1
    -12.7	-15.3	0.0	1.4	1.8	-0.8	-0.3	0.3
O=Cc1cn(CC(=O)N2CCCc3ccccc32)c2ccccc12
    1.4	-4.5	-4.2	5.4	0.8	1.5	16.8	-1.4
C/C(=N\NC(=O)C1CC1(c1ccccc1)c1ccccc1)c1cccc([N+](=O)[O-])c1 (centres undefined)
    -3.5	-10.2	-10.0	0.0	-6.8	1.9	13.1	-9.6
N=c1n(CCc2ccccc2)c2ccccc2n1Cc1ccccc1F
    7.8	10.7	6.8	-4.3	-3.5	8.3	10.3	-1.0
COc1ccc(/C=C/c2nc3ccccc3c(=O)o2)cc1
    77.8*	29.6	89.8*	4.1	6.0	-1.1	-329.0	-2.2
CN(C)c1ccc(/C=N/NC(=O)c2cccc(C(=O)N/N=C/c3ccc(N(C)C)cc3)n2)cc1
    6.6	2.2	5.9	-7.0	-8.5	2.3	-8.0	-4.9
Cc1ccc(-n2nnnc2SCC(=O)c2cc(C)n(-c3cc(C)on3)c2C)cc1
    5.1	5.2	-12.7	-4.8	-16.4	2.9	7.0	2.1
Cc1cc(C)c(S(C)(=O)=O)c(N(C)NC(=O)c2c(F)cccc2F)n1
    10.0	-7.0	9.7	4.3	-6.6	-0.9	9.5	0.9
O=C1NC(=S)N/C1=C\c1cccnc1
    -5.6	11.4	0.6	-11.8	-4.7	0.2	8.6	-0.2
CC1CCC(NC(=O)C2CCC(CNS(=O)(=O)c3cccc4cccnc34)CC2)CC1 (centres undefined)
    3.3	6.5	-2.3	-6.2	-1.5	-2.2	12.4	0.7
OCc1nc2c(ccc3ccccc32)[nH]1
    -0.5	-14.3	8.9	1.2	12.5	-0.1	-12.7	1.7
Cc1c(C(=O)N2CCNCC2)oc2ccccc12
    1.8	9.8	4.6	-4.7	4.3	1.6	9.8	0.1
O=C(Nc1ccccc1-c1ccccc1)C1CCCC1
    12.9	-8.1	-2.2	10.9	3.9	-0.7	12.1	0.1
CNC(=S)NN(C)c1nc(C)cc(C)n1
    -4.6	-14.1	-14.7	6.1	3.5	-1.5	6.5	-2.1
CCOc1ccc(S(=O)(=O)Nc2ccc(C(=O)NCC3CCCO3)cc2)cc1 (centres undefined)
    15.5	-16.5	-2.4	3.5	-6.0	-0.2	6.0	0.2
CCOC(=O)CCC(=O)N(CCN(C(=O)CCC(=O)OCC)c1ccccc1)c1ccccc1
    7.4	-1.8	-5.7	-6.6	2.2	1.4	1.8	0.3
O=C(/C=C/c1cccc(O)c1)c1cccnc1
    -2.1	10.6	-7.3	-12.1	-3.2	0.9	8.9	-0.8
CCc1nnc(NC(=O)CSc2nnc(Cc3cc(=O)[nH]c(=O)[nH]3)n2-c2ccc(OC)cc2)s1
    -1.9	-2.3	2.4	-15.2	-3.2	0.6	6.2	-4.2
Cc1ccc(C(=O)Nc2ccc3[nH]c(=O)[nH]c3c2)c(C)c1
    -7.2	-16.9	-0.4	1.8	11.4	1.0	-4.5	-2.6
CC(NC(=O)[C@H](Cc1c[nH]c2ccccc12)NC(=O)[C@@H]1Cc2ccccc2CN1)c1ccccc1 (some centres undefined)
    1.9	5.8	2.0	-8.5	-4.1	1.5	11.9	-3.1
CC(C)CCn1c(CN2CCN(Cc3ccccc3)CC2)nc2c1c(=O)[nH]c(=O)n2C
    1.4	6.6	0.4	-8.8	-4.3	-3.5	16.2	-1.2
CCN(CC)CCNC(=O)C(C(=O)c1ccccc1)n1ccccc1=O (centres undefined)
    -0.9	0.9	1.9	-4.8	-3.9	-0.1	13.7	0.3
CN(C(=O)c1cccc(NC(=O)Cc2ccc(NC(=O)C3CCN(C(=O)C4CCCCC4)CC3)cc2)c1)C1CCCC1
    .	15.5	.	-11.6	-4.0	-1.2	2.1	-2.6
CCN(CC)Cc1c(C(=O)OC)nnn1-c1nonc1N
    3.9	-16.3	0.3	3.2	-6.8	-0.5	12.6	-0.6
Cc1ccc(/C=C/C(=O)O)cc1S(=O)(=O)NCc1ccco1
    -3.7	2.8	7.9	-7.6	-8.4	-1.5	5.4	1.8
CN(Cc1ccccc1)C(=O)c1nc[nH]c1C(=O)N1CCN(c2ccccc2)CC1
    1.6	1.8	5.9	-4.5	-1.4	-1.5	17.9	0.0
CCn1c(=O)[nH]c2ccccc2c1=O
    -4.5	5.8	-2.7	-3.2	-4.3	-0.4	10.8	-2.5
